# Assay outcomes (PubChem)
# Vif-A3G inh: Vif-A3G binding inhibition | AID 602310 | Q9HC16 | Potency, µM (titrated, usually from 46.1 µM), for the others: at the highest dose activity, negative = active, most hits filed as inhibitors | hit rate 0.076% among 410,000 | HeLa A3G-eYFP + Vif (tagged APOBEC3G with the HIV-1 protein that degrades it), YFP fluorescence, overnight;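 further: on the % scale 0 is the no-effect control and ±100 the full control effect; nearly all actives have a fitted effect of over 60% in size; hits raise eYFP signal because A3G escapes Vif-driven loss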
# Target sequence (Q9HC16 whole entry, looked up): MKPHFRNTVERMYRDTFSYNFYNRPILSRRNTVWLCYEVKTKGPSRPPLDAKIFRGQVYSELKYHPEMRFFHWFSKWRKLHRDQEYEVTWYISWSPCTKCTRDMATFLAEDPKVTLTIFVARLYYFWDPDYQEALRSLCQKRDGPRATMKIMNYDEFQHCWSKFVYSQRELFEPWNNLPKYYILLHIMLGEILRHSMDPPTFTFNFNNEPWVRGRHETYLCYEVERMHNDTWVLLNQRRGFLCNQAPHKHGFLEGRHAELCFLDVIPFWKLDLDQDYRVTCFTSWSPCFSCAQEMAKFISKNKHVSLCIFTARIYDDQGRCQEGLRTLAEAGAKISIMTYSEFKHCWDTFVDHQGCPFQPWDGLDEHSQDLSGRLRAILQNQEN
#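 Read-out is eYFP fluorescence (Ex 488/Em 500-530) from Vif-expressing HeLa A3G-eYFP cells; more signal means A3G escaped Vif-mediated degradation. Cells plated overnight, compound pinned in, incubated overnight at 37 deg C.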
# Vif-APOBEC3F blk: blocks the Vif interaction with APOBEC3F; HeLa A3F-eYFP + Vif (tagged APOBEC3F with the HIV-1 protein that degrades it), YFP fluorescence increase; Potency, µM (titrated, usually from 46.1 µM), for the others: top-dose activity, negative = active; hit rate 0.2% among 390,000; AID 602313; further: % of control where 0% means no effect; nearly all actives have a fitted effect of over 65% in size
#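 HeLa cells stably expressing Vif plus C-terminally eYFP-tagged A3F were seeded, incubated overnight at 37 deg C, dosed with compound, incubated overnight again at 37 deg C. Yellow fluorescence (Ex 488/Em 500-530) reported blocked Vif-mediated A3F-eYFP degradation.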
# TrxR1 substrate: rat thioredoxin reductase 1 substrate activity; purified TrxR1 substrate turnover, NADPH consumption readout; Potency, µM (titrated, usually from 114 µM), for inactives: at the top dose activity change, negative = substrate turnover; hit rate 0.01% among 390,000; AID 588456; further: on the % scale 0 is the no-effect control and ±100 the full control effect; nearly all actives have a fitted effect of over 50% in size
# Target sequence (O89049 whole entry, looked up): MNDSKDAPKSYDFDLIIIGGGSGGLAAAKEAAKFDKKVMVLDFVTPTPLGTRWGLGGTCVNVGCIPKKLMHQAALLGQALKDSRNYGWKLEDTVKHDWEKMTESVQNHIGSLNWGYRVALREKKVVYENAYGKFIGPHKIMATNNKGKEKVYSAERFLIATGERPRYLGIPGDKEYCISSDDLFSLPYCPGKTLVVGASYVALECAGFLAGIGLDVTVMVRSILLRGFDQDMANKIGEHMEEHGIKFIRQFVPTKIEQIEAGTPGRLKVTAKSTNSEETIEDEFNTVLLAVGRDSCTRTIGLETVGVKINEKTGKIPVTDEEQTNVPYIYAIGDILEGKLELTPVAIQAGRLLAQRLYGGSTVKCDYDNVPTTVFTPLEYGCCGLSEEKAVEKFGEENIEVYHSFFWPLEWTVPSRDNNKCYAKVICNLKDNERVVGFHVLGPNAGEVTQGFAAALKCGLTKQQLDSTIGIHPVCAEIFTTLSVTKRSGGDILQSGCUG
#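 Rat TrxR1, dispensed at 90 nM, was prereduced with 400 uM NADPH (final) for 5 min at ~22 deg C, then incubated with compound 15 min before 400 uM selenite. A first-read NADPH fluorescence drop versus no-compound background flagged substrates.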
# USP1 inh: USP1/UAF1 (human) deubiquitinase inhibition. O94782. recombinant USP1/UAF1, Ub-Rhodamine cleavage fluorescence. hit rate 0.23% among 390,000. Potency, µM (highest dose often 57.1 µM), for inactives: at the top dose activity change, negative = inhibition, hits mostly inhibitors; further: on the % scale 0 is the no-effect control and ±100 the full control effect; nearly all actives have a fitted effect of over 60% in size; inactives centre near -12
#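 USP1/UAF1 complex (1 nM) preincubated 15 min at room temperature with compound, then Ub-Rho substrate (150 nM final) added. Kinetic fluorescence at 480/540 nm over 6 reads at 60 s intervals; 50 mM HEPES pH 7.8, 0.5 mM EDTA, 0.1 mg/ml BSA, 1 mM TCEP, 0.01% Tween-20.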
# TrxR1 inh: inhibitors of rat thioredoxin reductase 1. O89049. recombinant rTrxR1, NADPH fluorescence consumption, selenite substrate. Potency, µM (top dose mostly 114 µM), for the others: at the highest dose activity change, negative = inhibition, hits mostly inhibitors. hit rate 1% among 390,000; further: on the % scale 0 is the no-effect control and ±100 the full control effect; nearly all actives have a fitted effect of over 65% in size
#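 Rat TrxR1 (90 nM in the dispensed reagent) was pre-reduced with 400 uM NADPH for 5 min at room temperature, then incubated with compound for 15 min. After 400 uM selenite was added, NADPH fluorescence (Ex 340/Em 450 nm) was followed for 8 min.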
# 12-LOX inh: inhibitors of human 12S-lipoxygenase ALOX12; hit rate 1.1% among 580,000; purified 12hLO, xylenol orange hydroperoxide absorbance; Potency, µM (titrated, usually from 108 µM), for the others: at the highest dose activity change, negative = inhibition, hits mostly inhibitors; P18054; AID 1671190; further: on the % scale 0 is the no-effect control and ±100 the full control effect
#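 Purified human 12hLO (150 nM final) in 25 mM Hepes, 0.01% Triton X-100, pH 7.0 was preincubated 15 min at room temperature with compound. Then 40 uM arachidonic acid was added, 30 min. Hydroperoxide was read by Fe-XO absorbance ratio 573/405 nm.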
# mIDH1 inhibitor: inhibitors of human mutant IDH1 R132H; hit rate 0.093% among 390,000; O75874; Potency, µM (top dose mostly 76.6 µM), for the others: at the top dose activity change, negative = inhibition, usual class: inhibitors; AID 602179; IDH1-R132H enzyme, NADPH consumption, diaphorase/resazurin fluorescence; further: on the % scale 0 is the no-effect control and ±100 the full control effect; nearly all actives have a fitted effect of over 65% in size
#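 IDH1-R132H (0.5 ug/mL dispensed) in pH 7.5 Tris buffer was preincubated 30 min with compound, then given a substrate mix of 0.016 mM NADPH and 2 mM alpha-KG for 80 min at room temperature; remaining NADPH was read by diaphorase/resazurin fluorescence.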
# RXFP1 ag: activates the human relaxin receptor RXFP1; AID 2676; HEK293T-RXFP1 cAMP TR-FRET, 30 min; response scale: percent of porcine relaxin response, buffer zero; hit rate 0.3% among 370,000; Potency, µM (doses to about 57.5 µM), for the others: at the top dose activation, usual class: activators; Q9HBX9; further: on the % scale 0 is the no-effect control and ±100 the full control effect; nearly all actives have a fitted effect of over 60% in size; many of its hits are not listed in these tables
#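 Agonist response is measured as cAMP accumulation in an RXFP1-transfected HEK293T line under PDE4 inhibition. Values are scaled between buffer-only and 29 nM porcine relaxin, and EC50s come from standard Hill equation fits.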
# RGS4 inh: inhibitors of human regulator of G protein signaling 4. P49798. Transcreener GDP fluorescence polarization, RGS4-accelerated GTP hydrolysis. Potency, µM (highest dose often 114 µM), inactives show top-dose activity change, negative = inhibition, usual class: inhibitors. hit rate 0.039% among 390,000. AID 504845; further: on the % scale 0 is the no-effect control and ±100 the full control effect; nearly all actives have a fitted effect of over 75% in size; some results filed as inactive show a strong effect at the top dose
# Target sequence (P49798 whole entry, looked up): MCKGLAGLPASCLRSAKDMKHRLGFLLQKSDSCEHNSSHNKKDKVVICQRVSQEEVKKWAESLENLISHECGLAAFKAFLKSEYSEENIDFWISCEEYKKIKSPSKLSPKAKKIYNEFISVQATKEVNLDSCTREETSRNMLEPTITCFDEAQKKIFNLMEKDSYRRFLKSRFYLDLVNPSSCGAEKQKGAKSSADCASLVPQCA
#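 MLSMR compounds (23 nl, pin-transferred) preincubated 10 min at room temperature with a 500nM (2x) first reagent, then RGS4 at 900nM (2x) plus Transcreener GDP mix added; fluorescence polarization (620/688 nm) read before and after 90 min at 30 °C.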
# * = called active by the depositor; u = inconclusive; x = not tested or not shown; & = joins results of further samples; [ ] = dose if it differs, or a comment. The call rests on the fitted dose curve; in most records, active means well fitted curve in the direction sought with a large enough effect; inconclusive means small, poorly fitted or top-dose-only effect, or another doubt; inactive means no such curve, though single readings can be large; an effect the other way counts as inactive or inconclusive. Potency means the concentration at half of the fitted maximal effect.
SMILES,Vif-A3G inh,Vif-APOBEC3F blk,TrxR1 substrate,USP1 inh,TrxR1 inh,12-LOX inh,mIDH1 inhibitor,RXFP1 ag,RGS4 inh
O=C(CSc1nc2ccccc2n1S(=O)(=O)c1cccc([N+](=O)[O-])c1)NCCc1ccccc1,-1%,-11%,-10%,-3%,-22%,17%,3%,-0.5%,-19%
CN(c1ccc(C(=O)N2CCOCC2)cc1)S(=O)(=O)c1cccs1,0%,-5%,-5%,-13%,2%,4%,-16%,0.6%,10%
O=C(COC(=O)CCOc1ccccc1)NCCC1=CCCCC1,0%,0%,0%,-11%,10%,-15%,-5%,-1.7%,-5%
O=C(NCCCN1CCOCC1)/C(=C/c1ccco1)NC(=O)c1ccccc1,6%,-10%,-3%,-20%,3%,-8%,8%,-0.4%,4%
COc1ccccc1N1CCN(c2cc(=O)n(-c3ccc(Cl)cc3)c(=O)[nH]2)CC1,-5%,-9%,7%,0%,-17%,20%,21%,-1.3%,-5%
COc1ccc(-c2nc(N3CCN(S(=O)(=O)c4ccccc4)CC3)c3ccccc3n2)cc1,-1%,x,4%,x,29%,x,x,x,7%
Cc1ccc(Cn2c(CN(C)Cc3ccccc3)nc3c2c(=O)n(C)c(=O)n3C)cc1,0%,1%,0%,-21%,-2%,u,11%,2.8%,-1%
Cc1ccc(C)c(NC(=O)CCN2CC(C)CC(C)C2)c1 (stereo not given),-1%,6%,-5%,-12%,14%,2%,-6%,0.4%,-2%
O=C1CSCC(=O)N1Cc1ccc(Cl)cc1Cl,0%,9%,-2%,0%,13%,u,8%,0.1%,-10%
CCN(CC)CCOC(=O)c1ccc(Nc2c3c(nc4ccccc24)CCC3)cc1,0%,1%,-6%,-8%,17%,u,8%,9.5%,-9%
Cc1nc2scc(-c3ccco3)c2c(=O)n1/N=C/N(C)C,-1%,-8%,11%,5%,32µM*,-5%,2%,3.1%,u
Cc1n[nH]c(C)c1S(=O)(=O)N1CCN(C2CCCCC2)CC1,0%,-4%,-2%[57.1 µM],-15%,24%[57.1 µM],3%,2%,0.2%,-6%
Cn1c(N=Cc2ccc([N+](=O)[O-])cc2)c(N)c(=O)n(C)c1=O,3%,1%,17%[57.1 µM],0%,42%[57.1 µM],-13%,0%,x,-19%
Cn1c(SCC(=O)NCC2CCCO2)nc2c([nH]c3ccccc32)c1=O (stereo not given),-1%,-13%,14%,-30%,16%,11%,-1%,-2.7%,-7%
COc1ccc(OC)c(CCNC(=O)CN2C(=O)COc3ccc(S(=O)(=O)N4CCOCC4)cc32)c1,1%,3%,5%,-18%,22%,3%,0%,0.1%,32%[11.4 µM]
CCCn1c(Sc2nnnn2-c2ccccc2)n[nH]c1=O,0%,-2%,5%,-21%,13%,0%,7%,2.8%,-27%
NC(=O)c1ccc(-n2nnnc2SCc2ccc(F)cc2)cc1,0%,0%,-4%,-12%,-5%,-16%,6%,0.3%,-34%
CCOC(=O)CN(C(=O)CNC(=O)c1cccs1)C(C(=O)NC1CCCCC1)c1cccnc1 (stereo not given),-1%,-2%,4%,-10%,17%[57.1 µM],0%,-3%,0.1%,8%
O=C(O)CC1Sc2nc3ccccc3n2C1=O (stereo not given),0%,-3%,-2%,-1%,-3%,u,-2%,0.3%,17%
Clc1ccccc1CSc1nncn2c1cc1occc12,0%,-1%,1%,-4%,16%,u,6%,4.9%,-13%
NC(=O)CN1C(=O)C2CCCCN2C(=O)c2ccccc21 (stereo not given),1%,0%,3%,-12%,13%,1%[57.4 µM],12%,-0.3%,-19%
O=C(CCNC(=O)C1CCN(S(=O)(=O)c2ccc(F)cc2)CC1)NCc1cccnc1,0%,4%,4%[57.1 µM],-21%,16%[57.1 µM],7%,-6%,1.5%,-8%[56.9 µM]
O=C(CCCCCN1C(=O)c2ccccc2C1=O)Nc1ccc(S(=O)(=O)N2CCCCC2)cc1,3%,0%,-11%,-16%,-3%,8%,2%,0.0%,-4%
COC(=O)c1nccnc1N,-3%,12%,36%[activator][11.4 µM],-6%,21%[11.4 µM],u,-3%,x,-3%
CN(C)Cc1cc(C(C)(C)c2cc(CN(C)C)c(O)c(CN(C)C)c2)cc(CN(C)C)c1O,-1%,0%,-4%,-8%,5%,0%,-1%,1.0%,-9%
COCCNC(=S)N1CCC(C(=O)c2ccc(C)cc2)CC1,4%,2%,5%,-1%,25%,45%,1%,0.7%,3%
CC(=O)Nc1nnc(SCC(=O)N2CCCc3ccccc32)s1,-4%,0%,0%,-27%,12%,6%,-7%,-0.3%,-8%
COc1cccc(OCC(=O)NC2CCCCCC2)c1,6%,-2%,-2%,-19%,14%,5%,1%,-0.7%,-2%
COc1ccc(CNC(=O)c2ccc(S(=O)(=O)N3CCCC3)cc2)cc1OC,-1%,1%,6%[57.1 µM],-6%,12%[57.1 µM],235%[activator],5%,-0.2%,18%
COc1ccc(NC(=O)CC(C)(C)C)c([N+](=O)[O-])c1,1%,4%,10%,-11%,4%,8%,7%,-0.9%,6%
O=C1CN(C(=O)NCC(=O)N2CCCC2)c2ccccc2N1,3%,-7%,7%,-23%,37%[activator],11%,-4%,-1.3%,1%
Cc1ccc(NC(=O)c2sc3nc(-c4cccs4)ccc3c2N)cc1F,-10%,u,7%,u,11%,2%,-14%,x,-7%
CCOC(=O)c1c(C)[nH]c(C(=O)OCc2ccccc2)c1C,-3%,3%,-6%,-13%,-20%,0%,5%,1.2%,-14%
Cc1ccc(Oc2nc3c(c(=O)n(Cc4ccccc4F)c(=O)n3C)n2C)cc1,0%,1%,-7%,1%,-8%,u,17%,3.1%,-4%
O=C(CN1CCN(Cc2ccc(Cl)cc2)C1=O)NCCCN1CCOCC1,-3%,5%,3%,-11%,10%,4%[57.4 µM],3%,0.2%,10%
NC(=O)CSc1nc(N)c2c3c(sc2n1)CCCCC3,1%,0%,-2%,-9%,-1%,-25%,-1%,1.5%,-27%
Cc1nonc1CC(=O)NC1CC(C)(C)Cc2c1cnn2-c1ccc(F)cc1 (stereo not given),-5%,-2%,3%,-20%,15%,-2%,1%,0.2%,-6%
O=C(Nc1ccc(Cl)cc1)NC1CCS(=O)(=O)C1 (stereo not given),1%,4%,4%,-16%,9%,-18%,0%,1.1%,-26%
COC(=O)[C@H]1[C@H](c2ccccc2)[C@H](C(=O)OC)O[C@H]1c1ccccc1,-5%,0%,-1%[11.4 µM],-1%,18%[11.4 µM],26%,6%,x,-36%
CC1Cc2ccccc2N1C(=O)COc1ccc2c(c1)OCO2 (stereo not given),0%,14%,3%,-8%,27%,-9%,8%,0.7%,24%
Cc1ccc(NC(=O)CN2C(=O)NC(C)(c3ccc(Cl)cc3)C2=O)cc1 (stereo not given),-2%,-20%,-1%,1%,16%,-29%,-3%,-0.7%,9%
CS(=O)(=O)NCCCNc1c(Cl)cccc1[N+](=O)[O-],-5%,-7%,11%[57.1 µM],-6%,11%[57.1 µM],8%,4%,-0.6%,17%
CCC(C)(C)C1CCC2(CC1)NC(=O)N(CC(=O)NCCc1c[nH]c3ccccc13)C2=O (stereo not given),1%,-7%,-6%,-7%,-9%,5%,-3%,-0.8%,-34%
COc1ccc(NS(=O)(=O)c2nnc(NC(=O)c3ccccc3F)s2)cc1,-9%&-9%,-2%&8%,-8%,5%&1%,-1%&9%,8%&-11%,-6%&17%,-1.2%&-0.8%,-20%&10%
O=C(CSc1nnc(CNC(=O)c2c(F)cccc2F)o1)c1ccc(Cl)cc1,1%,4%,x,-24%,x,15%,7%,x,x

# Quoted from the listing.
# mIDH1 inhibitor with `Cc1nonc1CC(=O)NC1CC(C)(C)Cc2c1cnn2-c1ccc(F)cc1` (stereo not given) = 1%
# USP1 inh with `CS(=O)(=O)NCCCNc1c(Cl)cccc1[N+](=O)[O-]` = -6%
# 12-LOX inh with `COc1ccc(OC)c(CCNC(=O)CN2C(=O)COc3ccc(S(=O)(=O)N4CCOCC4)cc32)c1` = 3%

# Remaining list, next part
SMILES,Vif-A3G inh,Vif-APOBEC3F blk,TrxR1 substrate,USP1 inh,TrxR1 inh,12-LOX inh,mIDH1 inhibitor,RXFP1 ag,RGS4 inh
CCOc1ccc(/C=N/OCC(=O)NCc2cccs2)cc1,-2%,4%,-13%,-19%,-13%,-1%,6%,-0.5%,18%
Cc1ccc(C(=O)NC(=S)NCc2cccnc2)cc1C,1%,-2%,-1%,-10%,-6%,-25%,2%,-0.4%,-8%
CN(CC(=O)Nc1ccc(Cl)c(C(F)(F)F)c1)C(=O)c1ccccc1SCC(=O)N1CCCC1,1%,-9%,-11%,-6%,-10%,24%,-11%,x,11%
Cc1cc(C)nc(SCCS(=O)(=O)Cc2ccc(Cl)cc2)n1,-9%,-5%,3%,-4%,15%,4%,-1%,-0.3%,-40%

# Entries listed so far that bear a hit mark in TrxR1 inh:
SMILES	Vif-A3G inh	TrxR1 substrate	USP1 inh	TrxR1 inh	12-LOX inh	mIDH1 inhibitor	RXFP1 ag	RGS4 inh
Cc1nc2scc(-c3ccco3)c2c(=O)n1/N=C/N(C)C	-1%	11%	5%	32µM*	-5%	2%	3.1%	u

# Only part of the results is shown; rates above refer to the full screens.
